# Compound activity as filed in PubChem.
# Arrestin-AP2 inh: human beta-arrestin and AP2 interaction inhibition | FITC-arrestin peptide / GST-AP2 beads, flow cytometry; AP2 beta2 appendage carries R879A mutation | inhibition, % at 10 µM | hit rate 0.31% among 340,000 | AID 504490;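 active means inhibition above a set limit, near 3 SD of compounds lacking own fluorescence, cut at about 54% in these data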;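 further: plate controls were DMSO wells for no effect and 5 µM unlabelled arrestin peptide for full effect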
#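 System: GST-AP2 R879A glutathione beads. Medium: PBS with 0.05% Tween 20 and 0.1% BSA. Also added: FITC-arrestin peptide, 50 nM. Incubation: 12 min plus 1 h, RT. Measured by: high-throughput flow cytometry of beads, ex 488, em 535 nm. Evaluation: percent drop in bead-associated FITC signal.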
# Wnt bcat act: activators of Wnt/beta-catenin signaling. Wnt/beta-catenin reporter cell assay, activator, plate reader. activation, % at 9.35 µM. hit rate 1.2% among 300,000. AID 743398; in the data active means activation above about 30%, passing the limit was not always enough;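 further: 0% = neutral control wells and 100% = positive control wells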
# Pemphigus Ab inh: inhibitors of pemphigus antibody binding to human desmoglein-3; binding (percent of control), % at 10 µM; DSG3-coupled beads, scFv-anti-DSG3-GFP binding, flow cytometry; hits give low values; P32926; hit rate 0.48% among 310,000;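 active means binding more than 3 SD below its plate's average and above zero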;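 further: hits lower antibody fragment binding to DSG3; some compounds called inactive have numbers as strong as hits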
# Keap1 Nrf2 FP: inhibitors of human Keap1-Nrf2 protein-protein interaction. inhibition, % at 9.4 µM. hit rate 0.15% among 340,000. Q14145. Keap1 Kelch-Nrf2 peptide fluorescence polarization, 1536-well; in the data active means inhibition above about 12%;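 further: human Keap1 Kelch domain with fluorescein labeled Nrf2 9mer peptide probe; 0% = neutral control wells and 100% = peptide positive control; higher means more block of Keap1 binding to Nrf2 peptide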
# LANA DNA inh: inhibitors of KSHV LANA C-terminal domain DNA binding | MBP-C-LANA/FAM-LBS DNA binding, fluorescence polarization | inhibition, % at 9 µM | hit rate 0.078% among 340,000;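 active means highest replicate inhibition at or above 60% at 9 µM, even if other replicates fall short; inactive means all replicates below 60% inhibition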;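 further: 0% = neutral control wells and 100% = 4 µM acridine orange control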
# cardiac RTF act: increases calcium sensitivity of human cardiac regulated thin filaments | P19429+P45379 | IANBD-labeled TnC RTF fluorescence at EC20 calcium; 0% EC20 calcium, 100% full calcium | activation, % at 7.2 µM | hit rate 0.24% among 340,000 | AID 493008;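 active means activation above the mean over all tested compounds plus 3 SD, cut at about 30% in these data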;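 further: rise in fluorescence read as greater calcium sensitivity of cardiac thin filaments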
# MOR-DOR ag: agonists of human mu-delta opioid receptor heterodimerization. cells, OPRM1-OPRD1 heterodimerization, luminescence. activation, % at 9.3 µM. hit rate 0.3% among 340,000; in the data active means activation above about 18%;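 further: 0% = vehicle-treated cells and 100% = reference agonist; values of inactives mirror those of a sister screen read the other way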
# Target sequence (P35372 whole entry, looked up): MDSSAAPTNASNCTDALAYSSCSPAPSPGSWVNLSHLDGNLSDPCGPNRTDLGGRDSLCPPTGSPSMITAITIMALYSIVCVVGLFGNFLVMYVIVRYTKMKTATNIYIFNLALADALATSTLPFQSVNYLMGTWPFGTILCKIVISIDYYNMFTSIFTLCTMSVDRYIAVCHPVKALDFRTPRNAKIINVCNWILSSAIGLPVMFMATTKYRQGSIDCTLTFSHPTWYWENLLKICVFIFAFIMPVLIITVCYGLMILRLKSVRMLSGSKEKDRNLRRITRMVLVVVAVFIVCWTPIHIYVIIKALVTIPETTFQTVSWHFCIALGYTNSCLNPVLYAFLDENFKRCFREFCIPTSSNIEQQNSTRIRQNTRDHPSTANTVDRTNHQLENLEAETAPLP
# Target sequence (P41143 whole entry, looked up): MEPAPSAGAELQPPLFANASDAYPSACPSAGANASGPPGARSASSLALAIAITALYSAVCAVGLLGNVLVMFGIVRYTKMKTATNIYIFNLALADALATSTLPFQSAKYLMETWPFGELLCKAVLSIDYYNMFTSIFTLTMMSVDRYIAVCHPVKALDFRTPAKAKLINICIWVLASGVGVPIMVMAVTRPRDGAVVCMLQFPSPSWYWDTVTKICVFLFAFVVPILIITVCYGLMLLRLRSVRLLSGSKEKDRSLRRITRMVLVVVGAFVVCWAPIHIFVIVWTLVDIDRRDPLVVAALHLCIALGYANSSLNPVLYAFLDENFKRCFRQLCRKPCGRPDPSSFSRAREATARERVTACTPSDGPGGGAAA
# MOR-DOR inv ag: mu-delta opioid heterodimer inverse agonism | P35372+P41143 | cell-based MOR-DOR heterodimer luminescence | inhibition, % at 9.3 µM | hit rate 0.21% among 340,000; in the data active means inhibition above about 22%, passing the limit was not always enough;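 further: 0% = cells with DMSO and 100% = wells without cells with DMSO; values of inactives mirror those of a sister screen read the other way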
# V-ATPase pH: yeast V-ATPase proton transport regulation by pHLuorin; S. cerevisiae, pHLuorin cytosolic pH fluorescence; response, % at 10 µM; hit rate 0.37% among 350,000; AID 504577; in the data active means response mostly above about 7.3%, no sharp cut-off; inactive means mostly below about 5.4%; further: actives read high; inactives centre near 0; some compounds called inactive have numbers as strong as hits; reference of the scale not given here
# RTF Ca sens inh: cardiac RTF calcium desensitization; inhibition, % at 7.15 µM; AID 493244; P19429+P45379; IANBD-labeled cardiac RTF, Ca2+ fluorescence; hit rate 0.12% among 340,000;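 active means inhibition above the mean inhibition of all tested compounds plus 3 SD, cut at about 17% in these data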;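 further: assay run at fixed EC70 calcium of 1.6 mM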
# Active calls of the source: *; . = no result given.
canonical_smiles,Arrestin-AP2 inh,cardiac RTF act,Keap1 Nrf2 FP,MOR-DOR ag,RTF Ca sens inh,LANA DNA inh,Wnt bcat act,MOR-DOR inv ag,Pemphigus Ab inh,V-ATPase pH
CC1CCN(C(=O)CSc2nc3ncccc3[nH]2)CC1,-7,-4,1,-3.0,8,0.3,0,16,95,0
Cc1ccccc1C(=O)NC(CC(C)C)C(=O)NN1C(=O)c2ccccc2C1=O (centres undefined),0,5,-5,-1.8,-8,0.0,-1,10,94,-2
COC(=O)C1=C(C)Nc2nnnn2C1c1cccs1 (centres undefined),-7,-2,0,-1.9,-8,1.8,0,9,94,2
COc1ccc(N(CC(=O)NC2CCCC2)C(=O)Cn2nnc(-c3ccc(F)cc3)n2)cc1,10,-5,-2,-0.6,6,0.3,4,4,96,-2
CCOc1ccc(C(C)=O)cc1CN1C(=O)NC2(CCCCC2C)C1=O (centres undefined),16,9,4,0.6,-9,0.5,-2,-3,103,-2
COc1ccc(CNC(=O)COc2ccc([N+](=O)[O-])cc2)cc1,-6,-3,-1,-3.5,-3,0.8,.,18,99,0
Cc1ccc(NC(=O)C(c2ccccc2)c2ccccc2)c(O)c1,-4,-6,-6,3.0,-16,0.5,-2,-19,.,4
COc1ccc(CNC(=O)COC(=O)C(CCSC)NC(=O)c2ccco2)cc1OC (centres undefined),-1,-4,-5,-3.9,-7,-1.1,2,15,105,0
CC1CCCN(CC(=O)Nc2ccc(S(=O)(=O)N3CCCCCC3)cc2)C1 (centres undefined),4,1,-1,2.5,-8,1.4,.,-14,121,2
COc1ccc(OCCSc2nnc(-c3cccnc3)n2N)cc1,19,-6,0,-1.9,6,0.5,-3,10,125,2
CCOC(=O)N1CCN(C(=O)c2ccc(N3C(=O)CCC3=O)cc2)CC1,27,-3,4,-1.3,-2,2.0,.,6,97,-5
Cc1cc2c(c(=O)n1CC1CCCO1)C(c1ccco1)C(C#N)=C(N)O2 (centres undefined),9,4,-4,-2.2,-3,0.4,.,12,95,-1
O=C1SC(c2ccccc2)=C/C1=C\N1CCCCC1,11,-2,-3,1.8,-10,-1.6,-1,-11,85,4
CSCC[C@H](NC(=O)C1CCN(S(=O)(=O)c2ccc(C)cc2)CC1)C(=O)NCc1ccco1,-7,-8,-4,1.4,-5,1.0,.,-8,.,-4
Cc1ccccc1C(=O)N1CCN(c2ccc(NC(=O)c3ccc4c(c3)OCO4)cc2)CC1,-3,-3,2,2.0,-9,0.8,-2,-10,119,-2
O=C(O)c1ccccc1C(=O)Nc1ccc(Nc2ccc([N+](=O)[O-])cc2[N+](=O)[O-])cc1,7,-5,-4,3.0,-2,-0.9,1,-14,100,-2
COc1ccc(C(C(=O)NC(C)(C)C)N(Cc2ccco2)C(=O)CCC(=O)Nc2ccccn2)cc1 (centres undefined),-12,-6,-3,-1.6,-9,0.5,10,8,117,2
O=C(NCc1ccc2c(c1)OCO2)c1ccc(CSCc2ccccc2Cl)o1,25,2,0,0.0,-6,1.8,.,0,98,1
COc1ccc(OC)c(C2C(C(=O)c3ccccc3)=C(C)Nc3nc4ccccc4n32)c1 (centres undefined),1,-2,-9,15,-6,1.1,-3,-89,103,0
CC(=O)OCCNc1cc(Sc2nc3ccccc3[nH]2)c2nonc2c1[N+](=O)[O-],-5,-6,1,-6.3,-2,-1.6,-5,35*,118,4
O=C(COC(=O)/C=C/c1cccc(C(F)(F)F)c1)NCc1ccco1,1,1,-3,-0.8,-20,2.4,0,5,109,2
O=C(Nc1nnc(-c2ccc3c(c2)CCCC3)o1)C1CCCCC1,7,1,-1,1.2,-5,-4.8,3,-7,89,-2
O=C(COc1cccc2cccnc12)N1CCc2ccccc2C1,7,7,-3,0.8,-13,2.8,.,-4,92,0
Cc1cccc(NC(=O)CCc2ccc(S(=O)(=O)NC3CCCCC3)cc2)c1,10,-3,-1,-0.8,2,0.9,.,4,105,-3
Cc1oc(-c2ccc(Cl)cc2)nc1CN1CCC(C(=O)NCC2CCCO2)CC1 (centres undefined),-13,6,1,-3.2,-4,0.4,1,16,91,0
O=c1c(-c2ccc3c(c2)OCCO3)coc2c(CN3CCOCC3)c(O)ccc12,8,-1,-4,0.4,-6,-0.9,.,-3,108,-6
CN(C(=O)NC1CCCCC1)c1ccccc1,40,1,0,-0.8,-12,2.6,-1,4,103,-1
COc1ccc(C2=NOC(Cn3nc(-c4ccccc4)cc3C(=O)NCc3ccco3)C2)cc1 (centres undefined),-6,1,-5,-0.3,-7,-0.1,-5,2,102,-2
CCCCCCSc1ncc(C#N)c(N)n1,-11,-5,0,3.4,2,0.7,1,-20,.,-4
CC[C@@]1(C(=O)OC)N[C@H](CN(C)C(=O)c2ccc(C)cc2)[C@@H]2C(=O)N(Cc3ccccc3)C(=O)[C@@H]21,27,-1,-3,-1.9,-4,1.7,-1,9,93,0
CCC1CN(S(=O)(=O)c2ccc3c(c2)NC(=O)CC(=O)N3)c2cc(Cl)ccc2O1 (centres undefined),16,-7,3,1.2,-9,0.4,-1,-6,108,-2
O=C(N/C(=C/c1ccc(F)cc1)C(=O)N1CCOCC1)c1ccccc1,21,-1,1,-1.0,-12,0.2,2,5,98,-8
COc1cc(-c2cc(C(=O)Nc3ccc(S(=O)(=O)NCc4ccco4)cc3)c3ccccc3n2)cc(OC)c1OC,38,-4,1,0.0,-1,0.0,.,0,107,0
C/C(=N\NC(=O)CO/N=C(\C)c1cccs1)c1ccc(N)cc1,-2,-3,-4,0.8,4,0.0,1,-4,101,4
O=C(CSc1nnc(-c2ccccc2F)o1)N1CCCC1,3,-5,-6,-2.7,-2,0.8,13,17,89,2
O=C(CSc1n[nH]c(-c2ccccn2)n1)Nc1ccccc1F,9,1,-6,-2.7,6,0.5,-3,15,109,-9
COc1cc(CNCCN(C)C)c(Br)cc1OC1CCCC1,4,-1,-7,-0.1,-12,0.0,-1,1,101,0
COCCN(C(=O)C1CC(=O)N(Cc2ccc(C)cc2)C1)c1c(N)n(CC(C)C)c(=O)[nH]c1=O (centres undefined),34,2,-1,-1.3,-12,0.5,1,5,.,6
CCN(CC)S(=O)(=O)c1ccc(N2CCOCC2)c(NC(=O)CSCc2c(C)noc2C)c1,-1,1,-4,0.2,4,1.2,-4,-1,115,0
CCCCC(=O)NC(c1ccc([N+](=O)[O-])cc1)c1c(O)ccc2ccccc12 (centres undefined),25,-6,-4,3.4,8,-0.5,0,-18,97,-4
N=C1/C(=C\c2ccc(SCc3ccccc3)o2)C(=O)N=C2SC(CC(=O)N3CCOCC3)=NN12,4,0,-8,-1.2,-20,3.5,1,6,94,-2
O=C1CCN(CCc2ccccc2)CCN1[C@H](CSc1ccc(Br)cc1)Cc1ccccc1,11,1,-8,15,-9,0.7,-1,-85,108,4
COc1ccc(CNC(=O)COC(=O)C2=COCCO2)cc1,-2,2,-8,-1.8,-1,1.0,-1,11,100,4
S=C1NCCOCCOCCNC(=S)N2CCOCCOCCN1CCOCCOCC2,32,-2,-2,-3.7,-2,-0.4,-4,19,82,3
O=S(=O)(NC1CCSc2ccccc21)c1ccccc1 (centres undefined),28,4,-6,1.1,-20,-0.1,3,-6,103,-3

# Some of the entries above in a different format:
# Under each structure: Arrestin-AP2 inh | cardiac RTF act | Keap1 Nrf2 FP | MOR-DOR ag | RTF Ca sens inh | LANA DNA inh | Wnt bcat act | MOR-DOR inv ag | Pemphigus Ab inh | V-ATPase pH
O=C(CSc1nnc(-c2ccccc2F)o1)N1CCCC1
→ 3 | -5 | -6 | -2.7 | -2 | 0.8 | 13 | 17 | 89 | 2
CCN(CC)S(=O)(=O)c1ccc(N2CCOCC2)c(NC(=O)CSCc2c(C)noc2C)c1
→ -1 | 1 | -4 | 0.2 | 4 | 1.2 | -4 | -1 | 115 | 0
N=C1/C(=C\c2ccc(SCc3ccccc3)o2)C(=O)N=C2SC(CC(=O)N3CCOCC3)=NN12
→ 4 | 0 | -8 | -1.2 | -20 | 3.5 | 1 | 6 | 94 | -2
CCC1CN(S(=O)(=O)c2ccc3c(c2)NC(=O)CC(=O)N3)c2cc(Cl)ccc2O1 (centres undefined)
→ 16 | -7 | 3 | 1.2 | -9 | 0.4 | -1 | -6 | 108 | -2
O=S(=O)(NC1CCSc2ccccc21)c1ccccc1 (centres undefined)
→ 28 | 4 | -6 | 1.1 | -20 | -0.1 | 3 | -6 | 103 | -3
O=C1CCN(CCc2ccccc2)CCN1[C@H](CSc1ccc(Br)cc1)Cc1ccccc1
→ 11 | 1 | -8 | 15 | -9 | 0.7 | -1 | -85 | 108 | 4

# (next part)
canonical_smiles,Arrestin-AP2 inh,cardiac RTF act,Keap1 Nrf2 FP,MOR-DOR ag,RTF Ca sens inh,LANA DNA inh,Wnt bcat act,MOR-DOR inv ag,Pemphigus Ab inh,V-ATPase pH
O=c1c(-c2ccccc2)n[nH]c2ccccc12,6,3,-3,-0.4,-4,2.6,2,2,116,1
CC(C)N(c1nnc(N)s1)C(C)C,2,0,-2,-0.2,-16,-0.1,0,2,.,0
CCn1c(Cc2ccccc2)nnc1SCc1nc2ccccc2c(=O)[nH]1,-6,-1,-1,-1.7,0,-0.1,-1,9,96,1
Cc1cccc(NC(=O)CN2CCN(CC(=O)Nc3ccc(-c4ccccc4)cc3)CC2)c1C,-8,6,-5,-1.4,-1,1.1,2,10,.,-2
COc1cccc(Cn2cccc(NC(=O)NCc3ccccc3)c2=O)c1,-2,-2,-2,-0.9,-1,-2.2,0,4,124,0
CCN(CC)S(=O)(=O)c1ccc(N2CCCC2)c(C(=O)OCC(=O)N2CCCC2)c1,8,2,-2,-1.7,-16,2.8,-2,8,98,0
CCc1ccccc1NC(=S)Nn1cnnc1,12,-5,2,-0.9,-5,0.8,0,5,.,-2
CC(C)CNC(=O)c1ccc(Cl)c(Cl)c1,-6,5,-10,-1.8,-9,0.6,.,10,109,-3
COc1ccc(NC(=S)Nc2ccccc2)cn1,3,0,3,-0.8,-2,2.0,-1,4,98,-2
O=C(NCc1ccco1)c1cnn2c1NC(c1ccc(Br)cc1)CC2C(F)(F)F (centres undefined),5,2,-8,3.1,1,-1.0,-2,-14,116,-2
O=C(CN1CCN(c2nc(-c3ccccc3)cs2)CC1)NNC(=O)c1ccco1,-33,11,-5,-0.2,-4,-1.4,-1,1,.,3
Cc1ccc(S(=O)(=O)N(C)C)cc1NC(=O)COC(=O)c1ccc2c(c1)OCCO2,20,8,-4,-1.4,-16,0.3,-2,7,107,1
CCOCCCNS(=O)(=O)c1ccc(OC)c(Cl)c1Cl,-1,-3,-1,-3.3,3,0.8,.,17,96,-1
